Compound activity deposited in PubChem BioAssay by National Center for Advancing Translational Sciences (NCATS).
USP1-UAF1 inh – USP1/UAF1 (human) deubiquitinase inhibition | actives 0.23% (n = 390,000) | Potency, µM (highest dose often 57.1 µM), for the others: top-dose activity change, negative = inhibition, actives largely listed as inhibitors | recombinant USP1/UAF1, Ub-Rhodamine cleavage fluorescence; also: potency is read from the fitted curve at half-maximal effect; % is scaled to controls: 0 for no effect and ±100 for the full control effect; nearly all actives have a fitted effect of over 60% in size; inactives centre near -12
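Step one: compound is pinned into 1nM USP1/UAF1 in HEPES pH 7.8 buffer with TCEP. Step two: 15 min room-temperature incubation. Step three: Ub-Rho (150nM final) starts cleavage, tracked by fluorescence over six one-minute reads.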
TrxR1 inh – blocks rat thioredoxin reductase 1. O89049. actives 1% (n = 390,000). recombinant rTrxR1, NADPH fluorescence consumption, selenite substrate. Potency, µM (top dose mostly 114 µM), without a hit: at the top dose activity change, negative = inhibition, actives largely listed as inhibitors; also: potency is read from the fitted curve at half-maximal effect; % is scaled to controls: 0 for no effect and ±100 for the full control effect; nearly all actives have a fitted effect of over 65% in size
Target sequence (O89049 whole entry, looked up): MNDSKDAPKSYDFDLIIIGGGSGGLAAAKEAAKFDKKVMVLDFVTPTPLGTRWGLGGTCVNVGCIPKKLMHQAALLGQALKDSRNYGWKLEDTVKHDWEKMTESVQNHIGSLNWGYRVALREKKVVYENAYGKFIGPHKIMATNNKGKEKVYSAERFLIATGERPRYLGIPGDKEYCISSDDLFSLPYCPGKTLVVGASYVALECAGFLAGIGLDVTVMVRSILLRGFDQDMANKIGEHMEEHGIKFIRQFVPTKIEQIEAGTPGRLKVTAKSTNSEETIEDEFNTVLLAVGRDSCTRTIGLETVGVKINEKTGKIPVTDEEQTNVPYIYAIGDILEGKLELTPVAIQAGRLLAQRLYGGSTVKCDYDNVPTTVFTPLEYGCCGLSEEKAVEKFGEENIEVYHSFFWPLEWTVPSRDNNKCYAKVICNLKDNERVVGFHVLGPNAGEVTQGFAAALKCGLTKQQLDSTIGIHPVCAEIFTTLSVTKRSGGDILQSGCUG
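Rat TrxR1 (90 nM in the dispensed reagent) was pre-reduced with 400 uM NADPH for 5 min at room temperature, then incubated with compound for 15 min. After 400 uM selenite was added, NADPH fluorescence (Ex 340/Em 450 nm) was followed for 8 min.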
TRHR PAM – TRH receptor (human) allosteric enhancement | actives 0.66% (n = 360,000) | P34981 | enhancement, % at 2 µM | TRHR cells, fluo-8 calcium fluorescence, EC20 TRH enhancement; in the data active = enhancement above about 30%; also: 0% is about no effect
Target sequence (P34981 whole entry, looked up): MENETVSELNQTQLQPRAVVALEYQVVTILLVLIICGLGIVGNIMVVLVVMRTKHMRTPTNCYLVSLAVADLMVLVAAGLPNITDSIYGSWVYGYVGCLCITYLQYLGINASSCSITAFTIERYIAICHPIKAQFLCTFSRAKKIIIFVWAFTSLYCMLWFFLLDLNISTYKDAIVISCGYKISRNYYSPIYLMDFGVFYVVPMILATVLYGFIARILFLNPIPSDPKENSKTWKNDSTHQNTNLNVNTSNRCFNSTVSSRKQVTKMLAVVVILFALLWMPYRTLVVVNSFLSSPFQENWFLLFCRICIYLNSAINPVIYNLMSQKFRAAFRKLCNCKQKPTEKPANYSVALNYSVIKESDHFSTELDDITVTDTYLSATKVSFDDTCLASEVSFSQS
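Enhancer read-out: after compound pinning and an initial kinetic agonist-mode read, an EC20 of TRH (10 nM final) was injected and fluo-8 calcium signal (Ex 480/Em 530) followed at 1 s/cycle for 100 cycles in TRHR-expressing cells.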
TRHR ag – agonists of human TRH receptor. AID 493084. activation, % at 2 µM. TRHR cells, calcium flux fluo-8, FDSS agonist mode. actives 0.18% (n = 360,000). P34981; in the data active = activation above about 30%; also: 0% is about no effect
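Steps: seed TRHR cells overnight; add fluo-8 no-wash Ca dye, RT 30 min–1.5 h; record 10 s baseline; pin-transfer compounds; monitor fluorescence 1 cycle/s for the agonist window. Calcium increases flag candidate agonists.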
TrxR1 substrate – rat thioredoxin reductase 1 substrate activity | purified TrxR1 substrate turnover, NADPH consumption readout | O89049 | actives 0.01% (n = 390,000) | AID 588456 | Potency, µM (doses to about 114 µM), for the others: at the top dose activity change, negative = substrate turnover; also: potency is read from the fitted curve at half-maximal effect; % is scaled to controls: 0 for no effect and ±100 for the full control effect; nearly all actives have a fitted effect of over 50% in size
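Rat TrxR1, dispensed at 90 nM, was prereduced with 400 uM NADPH (final) for 5 min at ~22 deg C, then incubated with compound 15 min before 400 uM selenite. A first-read NADPH fluorescence drop versus no-compound background flagged substrates.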
PI4K2A inh – PI4K2A (human) kinase inhibition. actives 0.13% (n = 420,000). Q9BTU6. activity change, negative = inhibition, % at 76.9 µM. purified PI4K2A, ADP-Glo luminescence, 1 h; active compounds read low; in the data active = activity change below about -50%; inconclusive = mostly about -30% to -49%;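 also: -100% = wells without enzyme as full effect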
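ADP-Glo luminescence measured ADP generated by PI4K2A enzyme (4 ug/mL before mixing) with 1.2 mM PI substrate (pre-mix) and 300 microM ATP (pre-mix). Tris pH7.5 buffer with MgCl2, Triton X-100; 1 h reaction at ambient temperature.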
D2 agonist – D2 dopamine receptor (human) agonism | HEK293 T-REx D2 cells, calcium flux agonist mode | activation, % at 2 µM | actives 0.53% (n = 340,000) | P14416 | AID 485358;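 active = activation over 3 SD above normal in the single-dose calcium agonist read, cut at about 30% in these data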; also: 0% is about no effect
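Tetracycline-induced HEK293 Trex cells with D2 receptor force-coupled to calcium signaling, plated overnight at 30 C and loaded with no-wash calcium dye. Calcium flux read kinetically for 180 s after compound addition; responses flag agonists.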
IDH1 R132H inh – inhibitors of human mutant IDH1 R132H; O75874; IDH1-R132H enzyme, NADPH consumption, diaphorase/resazurin fluorescence; Potency, µM (series often up to 76.6 µM), for the others: top-dose activity change, negative = inhibition, hits mostly inhibitors; actives 0.093% (n = 390,000); also: potency is read from the fitted curve at half-maximal effect; % is scaled to controls: 0 for no effect and ±100 for the full control effect; nearly all actives have a fitted effect of over 65% in size
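IDH1-R132H (0.5 ug/mL dispensed) in pH 7.5 Tris buffer was preincubated 30 min with compound, then given a substrate mix of 0.016 mM NADPH and 2 mM alpha-KG for 80 min at room temperature; remaining NADPH was read by diaphorase/resazurin fluorescence.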
D2 antag – D2 dopamine receptor (human) antagonism; P14416; HEK293 TREx D2 cells, calcium flux, dopamine EC80; inhibition, % at 10 µM; actives 2% (n = 340,000); AID 485344; in the data active = inhibition above about 30%; also: 0% is about no effect
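Calcium flux kinetic readout in an inducible HEK293 TREx D2 line plated overnight at 30 C. After 180 s compound exposure, an EC80 dopamine challenge follows with another 180 s kinetic read to detect antagonism.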
An asterisk follows results filed as active; u = inconclusive; x = no result given; & = joins results of further samples; [ ] = dose if it differs, or a comment. Unless noted, calls follow the shape of the dose curve; as a rule, active = well fitted inhibition curve with a large enough effect; inconclusive = small, poorly fitted or top-dose-only effect; inactive = no such curve, though single readings can be large or run the other way.

Value order – USP1-UAF1 inh	TrxR1 inh	TRHR PAM	TRHR ag	TrxR1 substrate	PI4K2A inh	D2 agonist	IDH1 R132H inh	D2 antag
COc1ccccc1C(=O)COC(=O)Cn1nc(C)c([N+](=O)[O-])c1C
 : -21.3%	2.8%	-2.3	-0.1	-0.5%	3.9	0.1	8.1%	-8.3
CCCCN(CC)CCNC(=O)CN1C(=O)COc2ccc(S(=O)(=O)N3CCOCC3)cc21
 : 0.1%	6.9%	-1.1	0.1	4.1%	-5.3	x	1.2%	x
CC1=C(C(=O)Nc2ccccc2)C(CC(C)C)n2nc(SCc3ccccc3C)nc2N1 (stereo unspecified)
 : -21.8%	16.6%	3.1	0.2	5.8%	0.7	0.4	-6.3%	x
O=C(NCCCO)/C(=C/c1ccc(-c2cccc([N+](=O)[O-])c2)o1)NC(=O)c1ccccc1
 : -15.7%	-3.3%[57.1 µM]	10.2	-0.1	-6.8%	3.3	-0.2	12.7%	-3.7
Cc1cccc(OCCN2C(=O)c3ccccc3C2=O)c1
 : -22.7%	20.5%	2.0	-0.1	-2.6%	-14.2	-0.6	20.4%	13.8
COc1ccc(F)c(CN(C)CC2CCCN(CCc3ccc(F)cc3)C2)c1 (stereo unspecified)
 : -28.0%	22.1%	0.2	0.3	7.0%	13.6	-0.1	1.9%	-28.9
COc1ccc(CNC(=O)C(c2ccco2)N(C(=O)CNS(=O)(=O)c2ccccc2)c2ccccc2C)cc1 (stereo unspecified)
 : -24.7%	17.6%	10.5	3.4	2.2%	0.7	-1.9	-2.8%	14.0
O=C(COC(=O)c1n[nH]c2ccccc12)NC1CCCCC1
 : -12.8%	4.9%[57.1 µM]	x	x	16.3%	1.1	x	0.0%	x
Cc1cc(C)nc(NC=C2C(=O)OC(C)(C)OC2=O)n1
 : -25.2%	15.5%	9.6	0.6	-1.7%	2.2	-0.1	-11.1%	8.3
COc1ccc(Cc2nnc(NC(=O)C(C)C)s2)cc1
 : 3.2%	1.0%[11.4 µM]	-6.3	-0.1	4.7%[57.1 µM]	2.5	0.6	12.1%	3.1
NC(=O)c1ccsc1NC(=O)COC(=O)c1ccccc1F
 : -14.9%	18.6%	0.6	0.0	5.9%	8.8	x	5.1%	x
CN(CC(=O)Nc1ccccc1Cl)C(=O)COC(=O)/C=C/c1cccc(C(F)(F)F)c1
 : -21.6%	10.1%	4.3	4.7	0.1%	6.3	1.1	25.2%	-4.3
O=C(O)CCCN1C(=O)/C(=C/C=C/c2ccco2)SC1=S
 : -7.6%	35.5µM*	-1.7	-0.9	-22.9%	-10.5	0.6	13.8%	0.9
Cn1ncc2c(NCc3ccc(F)cc3)ncnc21
 : -0.5%	8.1%[57.1 µM]	-9.1	0.6	2.8%[57.1 µM]	-1.0	-0.1	19.0%	x
CCOc1ccccc1NC(=O)C(c1ccccc1)N1Cc2ccccc2C1=O (stereo unspecified)
 : -9.2%	5.2%	-15.7	0.2	-9.2%	4.5	0.3	-7.1%	x
C/C(=N/NC(=O)CN1CCN(S(=O)(=O)c2ccc(Br)cc2)CC1)c1ccco1
 : -19.9%	-10.5%	0.9	-1.9	-5.1%	-0.5	-0.5	5.2%	-8.4
COc1ccc(CCNC(=O)CC2Nc3cc(C)c(C)cc3NC2=O)cc1OC (stereo unspecified)
 : u	-13.5%	7.0	0.6	7.0%	0.9	-0.2	10.0%	12.7
O=C(CN1CCN(Cc2ccc(Cl)cc2)CC1)N/N=C/c1c[nH]c2ccccc12
 : 1.3%	-9.9%	-2.9	0.2	-9.1%	-6.6	1.5	0.1%	7.7
Cc1ccc(S(=O)(=O)N[C@H](C(=O)OCC(=O)NC(=O)C2CCCCC2)C(C)C)cc1
 : -19.3%	0.6%	x	x	-7.8%	-2.8	x	-3.3%	x
CS(=O)(=O)c1ccc(Cl)c(NC(=O)CCCSc2ccccc2)c1
 : -12.7%	9.2%	0.7	-0.3	7.7%[0.457 µM]	2.3	-0.9	10.5%	11.2
CC1Sc2ccc(S(=O)(=O)N3CCC(C(=O)NCC(C)c4ccccc4)CC3)cc2NC1=O (stereo unspecified)
 : -13.0%	1.1%	-8.3	0.0	-7.9%	5.8	x	7.2%	x
COc1ccccc1C(=O)COC(=O)COc1ccc(C#N)cc1
 : -12.9%	6.1%	x	x	-1.8%	2.9	x	11.9%	x
CCOc1ccc(-c2nc(SCC(=O)Nc3ccc4c(c3)OCCO4)c(-c3ccc(F)cc3)[nH]2)cc1
 : -26.7%	6.5%	-2.6	-1.0	-0.2%	-2.3	0.4	-3.7%	x
Cc1c(-c2ccccc2)nc(-c2ccccc2)[nH]c1=O
 : -11.1%	-5.3%	0.9	-0.2	1.9%	-1.2	-0.2	1.6%	3.7
CCOc1ccc(NC(=S)N(CCN2CCOCC2)Cc2ccc3c(c2)CCCN3CC)cc1
 : -20.8%	-3.6%	4.8	-0.3	0.2%	7.4	1.1	-0.9%	6.1
CC(C)C[C@H](NC(=O)c1[nH]cnc1C(=O)Nc1ccc(CNC(=O)OC(C)(C)C)cc1)C(=O)OC(C)(C)C
 : u	u	-1.2	0.9	-15.0%	-1.7	0.4	4.5%	0.2
CC(C)/C=C(/C(=O)c1ccc(Cl)cc1Cl)n1cncn1
 : -0.8%	-40.0%	4.2	-0.3	4.0%[57.1 µM]	-2.3	0.9	-11.1%	2.0
COc1ccc(/C=C/C(=O)Nc2cccnc2Cl)cc1
 : -18.5%	0.3%	-3.5	0.5	-3.0%	-12.9	0.5	1.4%	-3.9
Cc1ccc(CNC(=O)CCS(=O)(=O)c2cc3c(cc2Cl)NC(=O)CO3)o1
 : -19.2%	-5.7%	3.4	-0.2	-1.9%	1.1	0.4	8.3%	17.9
CCOc1cc(C(=O)Nc2ccc(S(=O)(=O)NC3=NCCCCC3)cc2)cc(OCC)c1OCC
 : -0.4%	7.7%	6.1	-1.0	-12.0%	0.8	-1.5	-1.6%	-7.9
CCc1c(C)c2ccc(O)c(CN3CCN(c4cc(Cl)ccc4C)CC3)c2oc1=O
 : -20.7%	0.0%	2.7	-0.1	45.6%[activator]	-3.0	-0.4	16.8%	x
COc1ccccc1N1C(=O)[C@@H]2[C@H](C1=O)[C@H](C(=O)c1ccc(OC(C)=O)cc1)N1N=CC=C[C@@H]21
 : -14.2%	u	0.2	0.8	2.0%[57.1 µM]	-1.1	0.2	-6.1%	-5.2
COc1ccc(C(C)=O)cc1CSc1nc(NCc2ccc(Cl)cc2)c2ccccc2n1
 : -0.8%	9.6%[57.1 µM]	2.5	-0.3	5.5%[57.1 µM]	-0.3	-0.1	9.2%	x
CCN(CC)S(=O)(=O)c1ccc(N2CCOCC2)c(NC(=O)c2cccc3ccccc23)c1
 : -7.1%	15.3%[57.1 µM]	2.1	-0.2	2.1%[57.1 µM]	-3.8	-1.1	4.1%	1.2
CCC1=C(c2ccc(C)cc2)S(=O)(=O)N=C1N1CCC(C(=O)NCc2ccc(C)cc2)CC1
 : 4.5%	1.3%	2.7	0.6	-7.1%	2.8	-0.2	3.3%	x
CSc1nc2ccccc2n1CC(=O)Nc1ccccc1
 : -16.1%	3.5%	-8.9	0.0	-3.0%	-5.2	x	0.1%	x
COc1ccc(CC(=O)NC2=NCCS2)cc1
 : -19.1%	11.8%	-1.1	-0.1	-0.8%	12.9	x	10.6%	x
COc1ccc(N2CCN(C(=O)Cc3ccc(Br)cc3)CC2)cc1
 : 3.0%	-18.7%	-1.2	0.3	1.9%	-4.7	1.4	1.3%	-17.9
COc1ccc(C(CC(=O)N2CCOCC2)c2c(OC)cc(OC)c3ccc(=O)oc23)cc1 (stereo unspecified)
 : -28.9%	-9.4%&-7.8%	-6.8	-0.6	26.7%&26.6%	-0.1	-0.5	24.4%	2.7
CCOc1ccc(NC(=O)N(O)C2(C#N)CCCCC2)cc1
 : -9.9%	10.1%	x	x	3.3%	3.2	x	1.8%	x
COc1ccc(Cl)cc1N(CC(=O)NCC(C)C)S(=O)(=O)c1ccc(C)c([N+](=O)[O-])c1
 : -9.4%	7.0%	1.7	-0.2	10.8%[57.1 µM]	-1.0	0.5	0.1%	-1.6
COc1ccc(-c2csc(N(CC(C)C)C(=O)c3ccco3)n2)cc1
 : -17.6%	13.9%	-5.0	1.2	-3.0%	-0.9	0.1	1.9%	4.0
Cc1nnc(SCC(=O)Nc2cccc(N)c2)n1-c1ccccc1
 : -6.5%	11.4%[57.1 µM]	3.5	-0.1	-3.2%[57.1 µM]	0.7	0.1	-2.8%	-6.7

2 entries picked at random from those above:
Value order – USP1-UAF1 inh	TrxR1 inh	TRHR PAM	TRHR ag	TrxR1 substrate	PI4K2A inh	D2 agonist	IDH1 R132H inh	D2 antag
COc1ccccc1C(=O)COC(=O)Cn1nc(C)c([N+](=O)[O-])c1C
 : -21.3%	2.8%	-2.3	-0.1	-0.5%	3.9	0.1	8.1%	-8.3
Cn1ncc2c(NCc3ccc(F)cc3)ncnc21
 : -0.5%	8.1%[57.1 µM]	-9.1	0.6	2.8%[57.1 µM]	-1.0	-0.1	19.0%	x
